# Screening data: PubChem, Icahn School of Medicine at Mount Sinai
# ROC1-CUL1 inh – blocks human RBX1-Cullin-1 di-ubiquitin formation. hit rate 0.6% among 140,000. P62877+Q13616. in vitro K48 di-Ub FRET, acceptor:donor ratio, 45 min. inhibition, % at 10 µM; in the data active = inhibition above about 25%
# Target sequence (P62877 whole entry, looked up): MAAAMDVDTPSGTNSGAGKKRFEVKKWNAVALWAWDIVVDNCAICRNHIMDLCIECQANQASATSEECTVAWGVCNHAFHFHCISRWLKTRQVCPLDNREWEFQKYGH
# Target sequence (Q13616 whole entry, looked up): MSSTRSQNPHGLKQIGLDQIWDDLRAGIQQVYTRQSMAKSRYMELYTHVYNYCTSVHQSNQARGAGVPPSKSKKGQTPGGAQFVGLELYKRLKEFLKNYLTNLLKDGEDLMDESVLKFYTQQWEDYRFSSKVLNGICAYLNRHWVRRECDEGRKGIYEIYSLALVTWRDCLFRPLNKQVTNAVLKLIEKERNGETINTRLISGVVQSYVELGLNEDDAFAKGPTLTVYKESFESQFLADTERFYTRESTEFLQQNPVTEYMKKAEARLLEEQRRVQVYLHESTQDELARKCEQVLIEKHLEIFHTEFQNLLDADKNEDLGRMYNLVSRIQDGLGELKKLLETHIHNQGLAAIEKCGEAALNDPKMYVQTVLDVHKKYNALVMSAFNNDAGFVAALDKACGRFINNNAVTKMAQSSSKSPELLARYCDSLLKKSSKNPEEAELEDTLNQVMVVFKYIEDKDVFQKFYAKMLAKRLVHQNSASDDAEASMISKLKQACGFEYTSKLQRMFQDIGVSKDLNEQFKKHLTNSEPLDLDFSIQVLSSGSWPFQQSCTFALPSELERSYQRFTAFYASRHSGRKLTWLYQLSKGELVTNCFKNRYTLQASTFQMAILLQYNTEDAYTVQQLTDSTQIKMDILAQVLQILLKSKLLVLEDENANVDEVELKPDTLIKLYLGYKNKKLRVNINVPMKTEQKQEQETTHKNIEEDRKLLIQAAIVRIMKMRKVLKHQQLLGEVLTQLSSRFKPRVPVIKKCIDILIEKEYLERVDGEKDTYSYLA
# Starred values were filed as active, the others as inactive. This is a subset; count on the stated rates, not on these rows.
SMILES,ROC1-CUL1 inh
CCc1cccc(NC(=O)CSc2ncc3c(n2)-c2ccccc2N(Cc2ccccc2C)S3(=O)=O)c1,1
COc1ccc(CC(=O)Nc2ccc(S(=O)(=O)N3CCC(C)CC3)cc2)cc1,0
CSC1CS(=O)(=O)C2CCCCC12 (stereo not given),-1
CCSC(=S)NC(C(=O)O)c1ccccc1 (stereo not given),1
COc1ccc(C2c3c(n[nH]c3-c3ccccc3)OC(=N)C2C#N)cc1Cn1nc(C)c([N+](=O)[O-])c1C (stereo not given),-6
COc1ccc(C(=O)O)cc1S(=O)(=O)NC1CC1,-3
Cc1cc(NS(=O)(=O)c2ccc(NC(=O)c3ccccc3C)cc2)nc(C)n1,1
CCOc1ccc(CNCc2cccs2)cc1,1
CCCCOc1ccc(N2C(=O)CC(N3CCN(Cc4ccc5c(c4)OCO5)CC3)C2=O)cc1 (stereo not given),2
CN1C(=O)C2(C)Cc3ccccc3C1(c1ccccc1)O2 (stereo not given),9
Cn1c(C(=O)NCc2ccc(F)cc2)cc2c(=O)n(C)c3ccccc3c21,0
C=CCN1CCN(C(=O)c2c(F)cccc2Cl)CC1,-3
COc1cc(CN2CCc3nc(N4CCN(c5ccccn5)CC4)ncc3C2)cc(OC)c1OC,-6
Cc1nc2[nH]c(=O)n(C)c(=O)c2n1C,-6
CCOc1ccc(-c2cc(-c3ccccc3)c3c(N)c(C(=O)Nc4cccc(C)c4C)sc3n2)cc1,-4
COc1cccc(CC(C2CCN(C(=O)c3cc(C(C)C)on3)CC2)N(C)C(=O)c2ccn(C)n2)c1 (stereo not given),-4
CCN1CCN(C2(C(=O)NC(C)CCn3cccn3)Cc3ccccc3C2)CC1 (stereo not given),-1
COc1cccc(-c2noc(-c3ccc(OC(C)C)cc3)n2)c1,-13
CCCCOC(=O)/C(C#N)=C/c1ccc(-c2ccc(Br)cc2)o1,8
Cc1ccc(Cn2c(=O)n(CCCCC(=O)NCCc3ccc(Cl)cc3)c(=O)c3ccccc32)cc1,8

# 6 compounds from above, ordered by their value in ROC1-CUL1 inh, largest number first:
SMILES,ROC1-CUL1 inh
CN1C(=O)C2(C)Cc3ccccc3C1(c1ccccc1)O2 (stereo not given),9
Cc1ccc(Cn2c(=O)n(CCCCC(=O)NCCc3ccc(Cl)cc3)c(=O)c3ccccc32)cc1,8
CCCCOc1ccc(N2C(=O)CC(N3CCN(Cc4ccc5c(c4)OCO5)CC3)C2=O)cc1 (stereo not given),2
COc1ccc(CC(=O)Nc2ccc(S(=O)(=O)N3CCC(C)CC3)cc2)cc1,0
CSC1CS(=O)(=O)C2CCCCC12 (stereo not given),-1
COc1cccc(CC(C2CCN(C(=O)c3cc(C(C)C)on3)CC2)N(C)C(=O)c2ccn(C)n2)c1 (stereo not given),-4

# Molecules above containing fluorine, in the order listed:
SMILES,ROC1-CUL1 inh
Cn1c(C(=O)NCc2ccc(F)cc2)cc2c(=O)n(C)c3ccccc3c21,0
C=CCN1CCN(C(=O)c2c(F)cccc2Cl)CC1,-3

# Next part:
SMILES,ROC1-CUL1 inh
COc1ccccc1C1CN(CC(=O)N(C)CC2CCN(CC(C)C)C2)Cc2ccccc2O1 (stereo not given),4
CCCN1CCN(C(=O)Nc2cc(Cl)cc(Cl)c2)CC1,-3
COC(=O)c1ccc(-n2nnc(-c3nc(-c4ccccc4Cl)no3)c2C)cc1,4
CCCCCCN1C(=O)C2=C(c3cc(O)cc(O)c3)N(CCCCCC)C(=O)C2=C1c1cc(O)cc(O)c1,46*
Cn1nc(C(=O)NC(C)(C)C)c2ccccc21,-4
CSc1nc2ccccc2n1CC(=O)c1ccc(Br)cc1,1
OC(CN1CCN(Cc2ccccc2)CC1)Cn1c2ccc(I)cc2c2cc(I)ccc21 (stereo not given),1
Cc1cc(C)nc(NS(=O)(=O)c2ccc(NC(=O)Cc3ccc(Cl)cc3)cc2)n1,4
CC(/C(N)=N/O)N1CC(c2ccccc2)CC1=O (stereo not given),12
CC(C)c1ccccc1OCCCCN1CCCCC1,2
O=C(NCC12CC3CC(CC(C3)C1)C2)c1cc2nc(-c3ccc(Cl)cc3)cc(C(F)(F)F)n2n1,1
O=S(=O)(c1ccc(OC(F)(F)F)cc1)N1CCCCC1,15
COc1ccc(C2=Nc3ccc(C)cc3NC(c3ccc(Cl)cc3)=N2)cc1,-8
O=C(NCc1ccccc1)C(=O)NCC(c1cccnc1)N1CCN(c2ccccc2)CC1 (stereo not given),6
CC1=NN(C(=O)Cc2ccccc2)C(O)(C(F)(F)C(F)(F)C(F)(F)F)C1 (stereo not given),-1
CNS(=O)(=O)c1cc(-c2nnc(Nc3ccc(OC(F)(F)Cl)cc3)c3ccccc23)ccc1C,-2
COc1ccc(NC(=O)CCC2CCN(C(=O)CCc3cnccn3)CC2)c(OC)c1,12
Cc1c(Cl)cccc1NC(=O)C(C)n1nnc2sc3c(c2c1=O)CCCC3 (stereo not given),3
CCC(C)NS(=O)(=O)c1cc(C)c(C)cc1C (stereo not given),-16
CCC(=O)Oc1c(Cc2ccccc2)c(=O)oc2ccccc12,8
O=C(Nc1ccc(Oc2ccc(Br)cc2)cc1)C1CC(=O)N(Cc2ccccc2)C1 (stereo not given),1
CC(C)C1S/C(=N/N=C/c2cccs2)NC1=O (stereo not given),6
Cc1ccccc1CNS(=O)(=O)Cc1ccccc1C,-16
COc1ccc(C2C(C(=O)c3ccc(Cl)cc3)C(=O)C(=O)N2c2nc(C)c(C)s2)cc1OC (stereo not given),9
O=C(CSc1ncnc2nc[nH]c12)Nc1ccccc1C(F)(F)F,-1
CC(Cc1cc(C(=O)NCc2cnn(-c3ccc(F)cc3)c2)on1)c1ccccc1 (stereo not given),-9
C=CCOc1ccccc1[C@@H]1C[C@H]2CN(Cc3cccnc3)C(=O)[C@]23CCCN13,-8
Cc1c(Oc2ccccc2)nnn1-c1cnn(-c2ccccc2)c(=O)c1Br,3
CC(Sc1nc2ccccc2[nH]1)C(=O)O (stereo not given),5
CCNC(=O)C1CCN(Cc2ccccc2C)CC1,2
COc1ccc(C(=O)Nc2ncccc2Cl)cc1OC,-5
CCCOc1ccc(CNC(=O)C2CCN(c3nc4ccccc4nc3C(F)(F)F)CC2)cc1,-6
CCOc1ccc(C(C)NC(=O)Cc2ccccc2)cc1OCC (stereo not given),3
COc1ccccc1OC(C)C(=O)N1CCN(C)CC1 (stereo not given),3
O=C(/C=C/c1ccc2c(c1)OCO2)N1CCN(C(=O)/C=C/c2ccc3c(c2)OCO3)CC1,3
COc1ccc(NS(=O)(=O)c2ccc3c(c2)C(C(C)C)C(=O)N3)cc1 (stereo not given),3
C/C=C(\C)CN1CCCC(N2CCC(CO)CC2)C1 (stereo not given),-6
O=C1c2cccnc2C(=O)N1c1ccc(-c2nc3ccccc3c(=O)o2)cc1,-4
CN(Cc1ccncn1)c1nc2nonc2nc1N1CCCCCC1,2
CCOc1cc(/C=C2/N=C(c3ccc(NC(C)=O)cc3)OC2=O)ccc1OC(=O)c1cccs1,-4
O=C(NCCO)c1ccc(Br)cc1,-4
Clc1ccc(CNc2nc3ccccc3c3nc(-c4cccnc4)nn23)cc1,-9
Cc1cc(C(=O)NCCc2ccc(Cl)cc2)c2c(C)nn(-c3ccccc3)c2n1,0
CCc1cc(-c2n[nH]c(C(F)(F)F)c2-c2ccccc2)c(O)cc1OC,-1
Cc1c(-c2ccccc2)nc2ccccc2c1C(=O)Nc1ccc(F)cc1F,-3
O=C(NC1CCCCC1)c1ccccc1NC(=O)C1CCCO1 (stereo not given),-9
Cc1nc(NCC2CCCO2)c2c(C)c(C)sc2n1 (stereo not given),8
CCOC(=O)c1noc2nc(C)n(Cc3cccc([N+](=O)[O-])c3)c(=O)c12,-3
O=C(Cn1c(=O)oc2ccccc21)N1CCCC(CO)(CCOc2ccccc2)C1 (stereo not given),0
OCC1(CCCc2ccccc2)CCCN(C2CSCCSC2)C1 (stereo not given),-9
# Going on with the list.
SMILES,ROC1-CUL1 inh
Cc1cccc(C(=O)NNS(=O)(=O)c2cccc([N+](=O)[O-])c2)c1,-5
COc1cc(C2c3c(-c4c(C)cc(C)cc4O)n[nH]c3C(=O)N2CCCOC(C)C)cc(OC)c1OC (stereo not given),-5
COc1cc2c(cc1OC)CN(C1CCCN(C(=O)CSc3nncn3C)C1)CC2 (stereo not given),11
COc1ccc(Nc2c(-c3cccc(O)c3)nc3cnccn23)cc1,-5
CC(/C=C/c1ccco1)=N/NC(=O)c1ccccc1Cl,-2
Cc1ccc(NC(=O)CC(C)S(=O)(=O)c2ccc3c(c2)NC(=O)CO3)cc1Cl (stereo not given),0
CCCc1noc(CN2CCC(C(O)Cc3ccccc3)CC2)n1 (stereo not given),-3
Cc1ccc(NC(=O)C2CCCN(S(=O)(=O)c3cccc4nsnc34)C2)c(C)c1 (stereo not given),-2
O=C(NC(Cc1ccccc1)C(=O)NCc1ccco1)c1ccccc1 (stereo not given),5
CCOC(=O)C1(C(=O)OCC)Cc2ccsc2-c2sccc2C1,1
Cc1c(-c2nsc(NC(=O)c3ccc(Cl)cc3)n2)nnn1-c1ccc(C(C)C)cc1,2
O=C1CC(=NCc2ccc(F)cc2)C(=O)CC(c2ccccc2)C1 (stereo not given),-8
COc1cc(C(=O)NCCSC)ccc1OC1CCN(C)CC1,-1
CC(Oc1ccccc1F)C(=O)Nc1cccc(C(F)(F)F)c1 (stereo not given),6
COc1cc(C2c3c(-c4cc(C)ccc4O)n[nH]c3C(=O)N2Cc2ccco2)cc(OC)c1OC (stereo not given),8
COc1ccc(NC(=O)CN2CCN(CC(=O)Nc3ccccc3F)CC2)c(OC)c1,-3
CC(C)(C)NC(=O)c1cccc(NS(C)(=O)=O)c1,-7
Cc1cnc(C)c(-c2cccc(-c3ccn(Cc4c(C)noc4C)n3)c2)n1,15
Cc1csc2nc(-c3ccccc3)c(Sc3ccc(Cl)cc3)n12,-9
Cc1ccc(C2C(C(=O)c3ccc4c(c3)OCCO4)C(=O)C(=O)N2CCN2CCOCC2)o1 (stereo not given),-18
C=C(c1ccccc1)c1cc2ccccc2c2ccccc12,-9
Cc1ccc(C(=O)Cn2c(Br)nc3c2c(=O)n(C)c(=O)n3C)cc1,7
Cc1cc(C)c2c(-n3cccc3)c(C(=O)NCCCN3CCCCC3C)sc2n1 (stereo not given),-2
O=C(/C=C/c1ccc(Br)cc1)C1CC1,9
Cc1ccc(NC(=O)NCCOCCn2c(=O)oc3ccccc32)c(C)c1,-2
COc1ccc(CCN2CCCC(CN(C)C(=O)c3ccccn3)C2)cc1 (stereo not given),4
COc1ccc2nc(-c3ccc(F)cc3)c(-c3ccc(F)cc3)nc2c1,-3
O=C(Nc1ccc(Cl)cc1Cl)c1cnn2c(C(F)(F)F)cc(-c3ccc(Br)cc3)nc12,-4
CCOc1ccc(-c2nc(CSCC(=O)NCCc3ccccc3)c(C)o2)cc1,-9
Cc1cc(C)c(NC(=O)Cn2cc(S(=O)(=O)Cc3ccccc3F)c3ccccc32)c(C)c1,-3
Cc1cc(C)c(C)c(S(=O)(=O)NCc2ccc(C(=O)Nc3cccnc3)cc2)c1C,7
Cc1nc(NC(=O)N2CCCC2c2nccs2)n[nH]1 (stereo not given),2
CCNC(=O)c1cn(CCc2ccccc2)cc(C(=O)N2CCC(c3ccccc3)CC2)c1=O,2
Cc1nccn1C(=O)C1C2C=CC(C2)C1C(=O)O (stereo not given),3
O=C(NCC(c1ccc2c(c1)OCO2)N1CCN(c2ccccc2)CC1)c1ccccc1 (stereo not given),1
CSc1ccc(CCNC(=O)c2ccc(-c3nc(COc4ccc(C)cc4)c(C)o3)cc2)cc1,-8
c1ccc(-n2nnnc2N2CCN(c3ccccn3)CC2)cc1,6
Cc1ccc(NC(=O)CSc2nnc3scc(-c4ccc(Cl)cc4)n23)cc1,-10
CN(C)C(=O)NCCn1cnc2c1c(=O)n(C)c(=O)n2C,6
Cc1ccccc1CNC(=O)c1cc2cccc3c2n1CC(C)S3 (stereo not given),-9
CCCC(O)c1nc2ccccc2n1Cc1ccccc1OC (stereo not given),0
N#Cc1c(SCC(=O)c2ccc(C3CCCCC3)cc2)nc2c(c1-c1ccc(OCc3ccccc3)cc1)CCCC2,-6
CCc1cc(C(=O)NCC2CCCO2)cs1 (stereo not given),9
O=C(Nc1ccc(Br)cc1)C1CCCN1S(=O)(=O)c1ccc(F)cc1 (stereo not given),2
Cc1ccc(-c2nn3c(-c4cccc(F)c4)nnc3s2)cn1,-1
COc1cc(/C=C2/C(=N)N3N=C(CC(C)C)SC3=NC2=O)ccc1OCc1ccccc1Cl,-1
Cc1ccc(NC(=O)c2ccc(Cl)cc2Cl)c(C(=O)c2ccccc2)c1,0
CC(C)c1cc(C(=O)N2CCCC(CNC(=O)c3ccc(F)cc3)C2)nc(N)n1 (stereo not given),-2
COc1cccc2c1OCC(NCc1ccccc1)C2 (stereo not given),-7
Cc1ccc(Cn2c(=O)n(CC3CCC(C(=O)N4CCC(C)CC4)CC3)c(=O)c3sccc32)cc1 (stereo not given),-7

# An excerpt of these results, with bars between the fields.
SMILES | ROC1-CUL1 inh
CC(C)c1cc(C(=O)N2CCCC(CNC(=O)c3ccc(F)cc3)C2)nc(N)n1 (stereo not given) | -2
COc1cccc2c1OCC(NCc1ccccc1)C2 (stereo not given) | -7

# Entries listed so far with a COOH group, in the order listed:
SMILES,ROC1-CUL1 inh
CCSC(=S)NC(C(=O)O)c1ccccc1 (stereo not given),1
COc1ccc(C(=O)O)cc1S(=O)(=O)NC1CC1,-3
CC(Sc1nc2ccccc2[nH]1)C(=O)O (stereo not given),5
Cc1nccn1C(=O)C1C2C=CC(C2)C1C(=O)O (stereo not given),3

# (more compounds)
SMILES,ROC1-CUL1 inh
Clc1ccc(-n2cc(-c3ccnc(NCCN4CCOCC4)n3)cn2)cc1,-2
Cc1nc(C2CCCN(Cc3nc(-c4ccc(F)cc4)cs3)C2)cc(=O)[nH]1 (stereo not given),11
Cc1ccc(C2=Nc3ccccc3NC(c3ccncc3)=N2)cc1,2
CCCCOc1cccc(NC(=O)CC)c1,8
O=C(CCCCC(=O)N/N=C/c1nc2ccccc2[nH]1)N/N=C/c1nc2ccccc2[nH]1,-5
